APJ antagonist – APJ receptor antagonism; CHO-K1 APJ beta-arrestin complementation, luminescence; inhibition, % at 20 µM; 330,000 compounds, 0.32% hits; P35414;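 active = inhibition above about 40% at 20 µM, limit read from the data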;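 also: cells challenged with 10 nM apelin-13 agonist together with compound; plate controls were apelin-13 plus DMSO wells for no effect and DMSO wells lacking apelin-13 for full effect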
CXCR6 block – inhibitors of human CXCR6 receptor; CHO-K1 PathHunter CXCR6 beta-arrestin, luminescence; inhibition, % at 20 µM; AID 602244; 360,000 compounds, 0.36% hits; in the data active = inhibition above about 34%, passing the limit was not always enough;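 also: antagonist mode with CXCL16 agonist at 10 nM final; 0% = 10 nM CXCL16 with DMSO and 100% = unstimulated wells without agonist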
tim23-1 inh – inhibits growth of tim23-1 mutant yeast; 330,000 compounds, 1.3% hits; AID 463212; S. cerevisiae tim23-1 growth, BacTiter-Glo luminescence, 24 h; inhibition, % at 20 µM;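 active = growth inhibition of the mutant yeast at or above 50%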;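 also: temperature-sensitive mutant grown at 25 °C; plate controls were DMSO-treated mutant yeast for no effect and medium wells lacking yeast for full effect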
CHOP UPR activ – activators of apoptotic arm of unfolded protein response (CHOP) | CHO-CHOP luciferase reporter, UPR activation, luminescence; percent of tunicamycin response over DMSO baseline | activation, % at 10 µM | 330,000 compounds, 0.34% hits;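 active = at 10 µM dose, activation of 40% or more, normalized to positive control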;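 also: 100% = tunicamycin at 10 µg/mL and 0% = DMSO alone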
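System: CHO-CHOP luciferase reporter cell line; amount: 500 cells/well; buffer or medium: F12 medium containing 10% fetal bovine serum; incubation: 6 h compound exposure at 37 °C after overnight seeding; measured by: luciferase luminescence after 10 min with Steady-Glo reagent; evaluation: % reporter activation, DMSO baseline versus tunicamycin full activation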
Mdm2-MdmX inh – disrupts the human Mdm2-MdmX interaction; SaOS-2 split-luciferase Mdm2/MdmX complementation, luminescence; AID 485346; O15151+Q00987; inhibition, % at 8 µM; 330,000 compounds, 3% hits;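 active = inhibition of at least 50% at 8 µM in the primary screen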
Target sequence (O15151 whole entry, looked up): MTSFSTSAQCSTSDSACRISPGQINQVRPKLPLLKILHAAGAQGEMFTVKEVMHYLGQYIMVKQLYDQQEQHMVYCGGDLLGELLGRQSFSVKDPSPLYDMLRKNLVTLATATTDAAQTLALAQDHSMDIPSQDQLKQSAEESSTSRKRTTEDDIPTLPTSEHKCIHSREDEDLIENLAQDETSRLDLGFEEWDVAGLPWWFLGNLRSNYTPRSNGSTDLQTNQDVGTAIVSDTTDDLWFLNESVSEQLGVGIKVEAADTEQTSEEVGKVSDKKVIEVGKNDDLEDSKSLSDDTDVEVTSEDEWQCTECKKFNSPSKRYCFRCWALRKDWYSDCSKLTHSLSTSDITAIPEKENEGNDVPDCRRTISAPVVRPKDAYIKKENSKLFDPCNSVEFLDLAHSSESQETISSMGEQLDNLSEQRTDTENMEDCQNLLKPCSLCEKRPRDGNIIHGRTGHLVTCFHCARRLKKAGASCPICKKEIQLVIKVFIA
Target sequence (Q00987 whole entry, looked up): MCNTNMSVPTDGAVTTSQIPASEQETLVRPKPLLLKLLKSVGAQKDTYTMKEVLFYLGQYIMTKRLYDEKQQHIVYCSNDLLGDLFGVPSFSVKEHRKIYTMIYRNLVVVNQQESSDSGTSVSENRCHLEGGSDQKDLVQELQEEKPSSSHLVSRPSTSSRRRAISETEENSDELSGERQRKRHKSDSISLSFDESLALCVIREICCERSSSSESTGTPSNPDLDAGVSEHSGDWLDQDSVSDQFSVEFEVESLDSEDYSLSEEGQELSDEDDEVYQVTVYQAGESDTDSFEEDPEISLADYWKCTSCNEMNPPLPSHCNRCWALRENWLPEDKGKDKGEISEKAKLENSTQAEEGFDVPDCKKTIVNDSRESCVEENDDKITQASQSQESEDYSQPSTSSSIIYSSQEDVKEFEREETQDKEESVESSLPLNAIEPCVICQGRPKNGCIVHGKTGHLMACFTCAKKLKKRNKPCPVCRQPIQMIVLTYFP
TIM10 inh – growth inhibitors of TIM10 yeast strain. 330,000 compounds, 1.4% hits. S. cerevisiae TIM10 strain growth, BacTiter-Glo luminescence, 24 h. inhibition, % at 10 µM;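 active = inhibition of 40% or more at the single tested concentration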;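 also: wild-type TIM10 isogenic control strain grown at permissive 25 °C; 0% = DMSO yeast wells and 100% = minimal medium wells without yeast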
APJ ag – agonists of human APJ apelin receptor. P35414. CHO-K1 APJ PathHunter beta-arrestin, luminescence; 0% DMSO wells, 100% apelin. activation, % at 20 µM. 330,000 compounds, 0.11% hits;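 active = activation more than six SD over the plate average, tested at 20 µM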;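 also: 0% = DMSO alone and 100% = apelin-13 at 10 nM; some results filed as inactive read as strong as hits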
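Test system – PathHunter CHO-K1 APJ (AGTRL-1) beta-arrestin reporter cells · Input – 1000 cells/well · Compound – single test compound dose, 20 µM final, 1% DMSO · Times – compound stimulation 90 min at 25 °C, detection 60 min · Technique – beta-gal luminescence · Read-out basis – APJ–arrestin association signal · Control set – negative DMSO alone, positive Apelin-13 at 10 nM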
UPR XBP1 act – adaptive UPR (XBP1) activation. CHO-XBP1 luciferase reporter, IRE1-XBP1 UPR activation, luminescence; percent of tunicamycin response, DMSO as zero. activation, % at 20 µM. 330,000 compounds, 0.33% hits. AID 463104;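 active = versus positive control, 20 µM dose yields 30% or more activation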;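 also: 100% = tunicamycin at 10 µg/mL and 0% = DMSO only wells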
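Material: CHO-XBP1 cells stably carrying IRE1-XBP1-driven luciferase reporter | Medium: F12 with 10% serum | Compound dosing: 20 µM single concentration, DMSO 1% | Incubation: Overnight seeding at 37 °C, 6 h compound treatment at 37 °C | Detection: Steady-Glo luminescence read | Read-out basis: % activation of reporter signal versus tunicamycin and DMSO controls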
tim10-1 inh – tim10-1 yeast growth inhibition | S. cerevisiae tim10-1 ts strain growth, BacTiter-Glo, 24 h | inhibition, % at 20 µM | 330,000 compounds, 2.2% hits | AID 463190;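 active = inhibition of at least 40%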;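 also: mutant grown at 25 °C; 0% = DMSO wells with yeast and 100% = wells holding no yeast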
* marks the source's active call; other numbers are inactive results.

Under each structure – APJ antagonist, CXCR6 block, tim23-1 inh, CHOP UPR activ, Mdm2-MdmX inh, TIM10 inh, APJ ag, UPR XBP1 act, tim10-1 inh
> CCNC(=S)NNC(=O)c1cc(C)nc2ccccc12
  16, 2, -2, 2.1, 12, 6, -5, 0, -3
> CCOc1ccc(CCNC(=O)c2cc(S(=O)(=O)N3CCOCC3)ccc2C)cc1OCC
  12, 5, 14, -0.3, 33, 0, -5, 0, 6
> Nc1ccccc1SCC(=O)Nc1ccc2c(c1)OCCO2
  16, -7, 6, 4.0, -32, -5, -1, -3, 6
> Cc1nn(Cc2ccccc2)c(C)c1NC(=O)CCCn1nc([N+](=O)[O-])c(Cl)c1C
  15, -11, 10, 1.9, 8, 10, -5, -2, 6
> Clc1ccccc1/C=N/N1CCN(Cc2ccccc2)CC1
  9, 3, 7, 0.9, -7, -2, -4, 2, 4
> CC(C)N1CCC(NC(=O)NC2CCCCC2)CC1
  6, -2, -1, -1.4, 12, 3, -3, 1, 7
> O=C(O)c1cc2cc(Cl)ccc2oc1=O
  -10, -2, -6, -0.1, -21, 4, -3, -1, 7
> C=CCNc1nc(C)c(CNc2c(C)cc(C)cc2C)nc1C#N
  19, -2, 23, 0.3, 9, 5, -5, -4, 16
> CC(=O)NCCNc1nc2c(-c3cccc(C)c3)nnn2c2ccccc12
  11, 7, 7, 3.2, 15, 2, -2, 1, 5
> CCn1c(-c2ccccc2SC)n[nH]c1=S
  -1, 2, 16, 0.5, 5, -7, -3, -1, 14
> COc1ccccc1NC(=O)CSc1ccc(-c2ccc(-n3ccnc3)cc2)nn1
  -27, -3, -12, 1.8, -19, 2, 1, -1, 1
> CCS(=O)(=O)N1Cc2ccccc2CC1C(=O)Nc1ccc(F)c(F)c1F (configuration not stated)
  -17, -7, 15, 1.9, -5, 7, -2, -7, 6
> COc1ccccc1Nc1nc(NCc2ccco2)nc(N)c1[N+](=O)[O-]
  -2, 11, 14, 1.1, 31, 20, -1, 4, 26
> O=C(CSc1ccccc1)Nc1ccc(N2CCN(c3ccccc3)CC2)c(F)c1
  6, 4, -4, 0.2, 4, -2, -3, -1, -7
> CCN(CC)S(=O)(=O)c1cc(C(=O)Nc2ccccc2C(=O)O)ccc1OC
  5, 1, -18, 0.5, 15, -14, -2, -1, -16

As entered above:
`COc1ccccc1Nc1nc(NCc2ccco2)nc(N)c1[N+](=O)[O-]` | APJ antagonist = -2
`CCn1c(-c2ccccc2SC)n[nH]c1=S` | tim10-1 inh = 14

Going on with the list.
Under each structure – APJ antagonist, CXCR6 block, tim23-1 inh, CHOP UPR activ, Mdm2-MdmX inh, TIM10 inh, APJ ag, UPR XBP1 act, tim10-1 inh
> COC(=O)c1ccc(NC(=O)CCN2CCN(CCC(=O)Nc3ccc(C(=O)OC)cc3)CC2)cc1
  5, 0, -3, 2.7, 50, -3, 14, -1, -8
> COc1ccc(CCNC(=O)C2CCCN2C(=O)Nc2ccccc2)cc1OC (configuration not stated)
  -20, 3, 4, -1.2, 21, -5, -4, -5, -1
> CN(Cc1cccs1)C(=O)CSc1nnnn1C
  7, -7, 13, -0.1, 3, 0, 0, -2, 3
> C=CCN(C(=O)CCC(=O)Nc1cc(C)on1)C(C(=O)NC1CCCC1)c1ccc(Cl)cc1 (configuration not stated)
  3, -9, 8, 0.6, 31, 13, -2, 3, -7
> O=C1C(Cc2ccccc2)Nc2ncnc(N3CCc4ccccc4C3)c2N1Cc1ccccc1 (configuration not stated)
  22, 3, 39, 1.5, 32, 10, -2, -1, 15
> CC(=O)N=c1sc2nc3ccccc3nc2n1N(C(C)=O)C(C)=O
  15, 0, 6, -0.8, 10, 0, 2, -1, 13
> O=C(CCc1ccc(S(=O)(=O)NC2CCCCC2)cc1)Nc1ccccc1
  6, -2, 9, 0.8, -2, 3, 0, -5, 5
> O=C(NCC(c1cccs1)N1CCOCC1)c1cc([N+](=O)[O-])ccc1Cl (configuration not stated)
  -18, -3, -6, 2.5, 9, -25, 2, -1, 12
> O=C(N/N=C/C=C/c1ccco1)C(O)c1ccccc1 (configuration not stated)
  -9, 1, -17, 0.9, 8, -18, -4, -3, -23
> CC1=CS(=O)(=O)CC1Sc1ncn[nH]1 (configuration not stated)
  -3, 4, 7, -1.9, -21, 4, 1, 1, 7
> CC(C)(C)NNC(=S)Nc1ccc(S(=O)(=O)N2CCOCC2)cc1
  1, 5, 2, -1.6, -1, -5, 2, -3, 15
> Cc1ccc(OC(C)C(=O)N(Cc2cccs2)C2CCS(=O)(=O)C2)cc1C (configuration not stated)
  -3, -11, 12, -2.6, -9, 11, -4, -1, 6
> CCN(CC)CCOC(=O)c1ccc(NC(=O)c2cn(-c3ccccc3)nc2-c2cccs2)cc1
  16, 3, 27, 17, 50*, 40, -1, 30, 13
> CCn1c(-c2ccccc2Cl)nn(CC(=O)Nc2ccc(OC)cc2)c1=S
  -6, -1, -2, -0.4, 7, 7, -3, -5, 2
> CC(O)c1ccc(OCCN(C)c2ccccn2)cc1 (configuration not stated)
  5, -10, 9, 2.2, -17, -5, 1, 2, 15

Sorted by molecular weight (largest number first): part of the list above
Under each structure – APJ antagonist, CXCR6 block, tim23-1 inh, CHOP UPR activ, Mdm2-MdmX inh, TIM10 inh, APJ ag, UPR XBP1 act, tim10-1 inh
> CCn1c(-c2ccccc2Cl)nn(CC(=O)Nc2ccc(OC)cc2)c1=S
  -6, -1, -2, -0.4, 7, 7, -3, -5, 2
> COc1ccc(CCNC(=O)C2CCCN2C(=O)Nc2ccccc2)cc1OC (configuration not stated)
  -20, 3, 4, -1.2, 21, -5, -4, -5, -1
> O=C(CCc1ccc(S(=O)(=O)NC2CCCCC2)cc1)Nc1ccccc1
  6, -2, 9, 0.8, -2, 3, 0, -5, 5
> CC(=O)N=c1sc2nc3ccccc3nc2n1N(C(C)=O)C(C)=O
  15, 0, 6, -0.8, 10, 0, 2, -1, 13

The listing picks up; the four compounds before the break are reprinted first.
Under each structure – APJ antagonist, CXCR6 block, tim23-1 inh, CHOP UPR activ, Mdm2-MdmX inh, TIM10 inh, APJ ag, UPR XBP1 act, tim10-1 inh
> Cc1ccc(OC(C)C(=O)N(Cc2cccs2)C2CCS(=O)(=O)C2)cc1C (configuration not stated)
  -3, -11, 12, -2.6, -9, 11, -4, -1, 6
> CCN(CC)CCOC(=O)c1ccc(NC(=O)c2cn(-c3ccccc3)nc2-c2cccs2)cc1
  16, 3, 27, 17, 50*, 40, -1, 30, 13
> CCn1c(-c2ccccc2Cl)nn(CC(=O)Nc2ccc(OC)cc2)c1=S
  -6, -1, -2, -0.4, 7, 7, -3, -5, 2
> CC(O)c1ccc(OCCN(C)c2ccccn2)cc1 (configuration not stated)
  5, -10, 9, 2.2, -17, -5, 1, 2, 15
> Cn1cc(S(=O)(=O)Nc2ccc(F)c(Cl)c2)c(=O)n(C)c1=O
  5, -1, -3, 1.3, -5, -2, -2, 0, -14
> COC(=O)c1ccc2nc(NC(=O)CSCC(=O)OCC(=O)c3ccccc3)sc2c1
  -13, -2, 22, 0.3, 10, -5, -3, 0, 29
> CN=C(N)NCCC[C@H](N)C(=O)O
  4, 9, -8, -1.0, -1, 5, 4, -4, 24
> O=C(CCc1nc2ccccc2c(=O)[nH]1)N1CCN(S(=O)(=O)c2cccc([N+](=O)[O-])c2)CC1
  -13, -6, 13, -0.1, 10, -3, 3, -4, 6
> C=CCNC(=O)[C@H]1N2C(=O)c3ccccc3C2SC1(C)C (some centres not stated)
  0, 2, 6, 3.0, 12, 12, -4, 0, -4
> Cc1nn(C)c2ncc(C(=O)c3cc(F)ccc3O)cc12
  7, -5, 4, -2.1, 7, -22, 2, 1, -24
> Cc1ccc(C(=O)NCCc2csc(C)n2)cc1
  3, -3, 9, 1.6, -41, 2, -4, -2, 5
> CC1=C(C(=O)Nc2cccc(C(=O)N3CCN(c4cccc(C(F)(F)F)c4)CC3)c2)SCCO1
  -4, -7, 32, 2.7, 8, 6, 8, -6, 21
> C/C(N)=C(/C#N)C(=O)CSc1n[nH]c(-c2cccs2)n1
  -11, -2, 2, -0.6, 4, -10, -1, 1, -5
> CCOc1ccc(OCCCCNC(C)(C)C)cc1
  7, 6, 9, 0.6, 13, 5, -2, -2, 6
> COc1ccccc1N1CCN(C(c2cc3ccc(C)cc3[nH]c2=O)c2nnnn2C2CCCC2)CC1 (configuration not stated)
  -25, 6, 17, 1.1, 21, 8, 2, 0, 13
> Nc1nc(NCCO)nc(N2CCCCCC2)c1[N+](=O)[O-]
  11, -15, -2, 1.1, 3, 15, -3, -4, -6
> O=C(CN1C(=O)CSC1=O)NC1CCCCC1
  -11, -4, -1, 0.2, -18, 0, -2, 0, 1
> CCc1cc(=O)oc2c3c(cc(OCC(=O)NCCCOC)c12)OC(C)(C)CC3
  8, -2, 12, -0.1, -23, 1, 0, -1, 11
> COc1cc2c(C(=O)NCc3ccccn3)cn(C)c(=O)c2cc1OC
  -13, 1, 15, -0.8, -2, 5, 3, 1, 6
> COC(=O)c1ccc(NC(=S)N(Cc2cccnc2)Cc2ccco2)cc1
  -7, -14, -52, -0.2, -16, -39, -3, -1, -45
> CCN(C(=O)COC(=O)CCOc1ccccc1)c1c(N)n(Cc2ccccc2)c(=O)[nH]c1=O
  16, 1, 13, 0.8, -33, 3, -1, -1, 12
> CCOc1ccc(C(=O)Nc2ncn[nH]2)cc1
  -8, -17, 19, 7.0, 2, 2, 8, -5, 16
> COc1ccccc1C(=O)Nc1ccc(-c2nnn(CC(=O)NCc3ccco3)n2)cc1
  -12, 3, -26, 3.9, 43, -19, -3, 2, 12
> N#Cc1cn(-c2ccccc2)nc1-c1ccco1
  -5, 7, 36, 2.8, -27, 4, 2, 5, 7
> CCN1CCN(Cc2nc(N)nc(Nc3ccc(C)c(C)c3)n2)CC1
  0, -1, 8, -3.0, 18, 1, -4, -3, -3
> CC1CC(C)CN(C(=O)c2ccc(C(=O)c3ccccc3)cc2)C1 (configuration not stated)
  2, 16, 29, 1.1, 37, 0, -4, -5, 13
> O=S(=O)(c1ccc(F)cc1)N1CCN(CC(O)COCC2CCCO2)CC1 (configuration not stated)
  14, -10, -1, -1.3, 9, 15, -9, 0, 7
> O=C(CN(C(=O)CCC(=O)Nc1ccccn1)c1ccc2c(c1)OCO2)NCc1ccco1
  -5, 9, 16, 2.2, -4, 2, -1, -1, 10
> NC1=NC(=O)/C(=C/c2ccc(Cl)cc2Cl)S1
  7, 2, -4, 3.3, 9, 9, -1, 3, 1
> CC1CCCN(S(=O)(=O)CCNC(=O)c2ccccc2)C1 (configuration not stated)
  -22, -13, 3, -0.5, -25, -5, 8, -5, 3
> CC1CCCCC12NC(=O)N(CC(=O)NCCc1c[nH]c3ccccc13)C2=O (configuration not stated)
  21, 6, -15, 4.3, 5, 0, -1, -1, -19

Mdm2-MdmX inh, hit marks shown above.
| Structure | APJ antagonist | CXCR6 block | Mdm2-MdmX inh | APJ ag |
| --- | --- | --- | --- | --- |
| CCN(CC)CCOC(=O)c1ccc(NC(=O)c2cn(-c3ccccc3)nc2-c2cccs2)cc1 | 16 | 3 | 50* | -1 |

These rows are one share of the data. The share of hits here may be higher or lower than overall.
